D2 ag = HTS Assay for Allosteric Agonists of the Human D2 Dopamine Receptor: Primary Screen for Agonists. D(2) dopamine receptor (Homo sapiens), P14416. HEK293 T-REx D2 cells, calcium flux agonist mode. activation, % at 2 µM. 0.53% of 340,000 active. AID 485358, 2010;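 active = activation over 3 SD above normal in the single-dose calcium agonist read, cut at about 30% in these data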; note: 0% is about no effect
Target sequence (P14416 whole entry, looked up): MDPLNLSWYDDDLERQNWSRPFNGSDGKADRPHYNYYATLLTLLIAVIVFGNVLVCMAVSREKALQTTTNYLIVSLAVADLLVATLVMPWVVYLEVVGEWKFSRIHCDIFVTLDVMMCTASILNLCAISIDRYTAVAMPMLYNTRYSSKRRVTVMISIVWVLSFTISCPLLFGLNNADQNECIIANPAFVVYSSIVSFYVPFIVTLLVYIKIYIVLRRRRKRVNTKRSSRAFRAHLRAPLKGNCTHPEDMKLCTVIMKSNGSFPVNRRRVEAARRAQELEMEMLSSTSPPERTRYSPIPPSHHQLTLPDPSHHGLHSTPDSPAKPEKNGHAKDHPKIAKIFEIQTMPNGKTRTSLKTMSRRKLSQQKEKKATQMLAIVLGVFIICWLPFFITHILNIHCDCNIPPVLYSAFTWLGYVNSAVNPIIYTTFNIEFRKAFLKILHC
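Tetracycline-induced HEK293 T-REx cells with force-coupled D2 receptor, plated overnight at 30 C, loaded with no-wash calcium dye. After a 10 s baseline, compound was pin-added and calcium flux read kinetically for 180 s; calcium rises flagged agonists.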
D1 agonist = Allosteric Agonists of the Human D1 Dopamine Receptor: qHTS | HEK293 T-REx D1 cells, calcium flux, agonist mode | 1% of 360,000 active | activation, % at 2 µM | D(1A) dopamine receptor (Homo sapiens), P21728; note: 0% is about no effect
Target sequence (P21728 whole entry, looked up): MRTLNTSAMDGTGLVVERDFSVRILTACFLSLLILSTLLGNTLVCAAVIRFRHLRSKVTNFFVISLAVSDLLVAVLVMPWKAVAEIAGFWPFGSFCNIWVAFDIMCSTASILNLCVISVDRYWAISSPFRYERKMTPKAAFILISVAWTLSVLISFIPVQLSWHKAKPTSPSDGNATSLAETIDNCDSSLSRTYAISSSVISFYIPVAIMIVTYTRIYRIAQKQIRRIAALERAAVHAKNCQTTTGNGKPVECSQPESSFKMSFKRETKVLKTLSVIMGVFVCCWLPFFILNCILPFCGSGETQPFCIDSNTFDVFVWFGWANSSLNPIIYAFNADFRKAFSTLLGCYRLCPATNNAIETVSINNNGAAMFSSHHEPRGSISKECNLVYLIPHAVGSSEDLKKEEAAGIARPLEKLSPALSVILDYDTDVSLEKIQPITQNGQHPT
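Agonism was scored from calcium flux recorded over 180 s (1 read/s) after pintool compound addition, following a 10-cycle baseline. Cells were inducible force-coupled HEK293 TREx D1, plated overnight at 30 C and loaded with no-wash calcium dye.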
D1 antagonist = Antagonist of Human D 1 Dopamine Receptor: qHTS. D(1A) dopamine receptor (Homo sapiens), P21728. HEK293 TREx D1 cells, calcium flux, dopamine EC80; hits give low values. activity change, negative = inhibition, % at 10 µM. 3.2% of 360,000 active; in the data active = activity change below about -30%; note: % is set by controls: 0 for no effect and ±100 for the full control effect
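Using tetracycline-induced force-coupled D1 Hek293 cells and a calcium dye, signals were followed for 180 s after compound, then for 180 s after EC80 dopamine, to detect inhibitors.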
TRHR PAM = qHTS for Small Molecule Agonists and Allosteric Enhancers of Human TRH Receptor: Primary Screen for Enhancers | 0.66% of 360,000 active | enhancement, % at 2 µM | TRHR cells, fluo-8 calcium fluorescence, EC20 TRH enhancement | Thyrotropin-releasing hormone receptor (Homo sapiens), P34981; in the data active = enhancement above about 30%; note: 0% is about no effect
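Enhancer read-out: after compound pinning and an initial kinetic agonist-mode read, an EC20 of TRH (10 nM final) was injected and fluo-8 calcium signal (Ex 480/Em 530) followed at 1 s/cycle for 100 cycles in TRHR-expressing cells.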
TRHR agonist = qHTS for Small Molecule Agonists and Allosteric Enhancers of Human TRH Receptor: Primary Screen for Agonists | 0.18% of 360,000 active | Thyrotropin-releasing hormone receptor (Homo sapiens), P34981 | activation, % at 2 µM | TRHR cells, calcium flux fluo-8, FDSS agonist mode; note: 0% is about no effect
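TRHR-expressing cells loaded with fluo-8 calcium dye; 23 nL library compound pin-transferred, kinetic FDSS fluorescence (Ex 480/Em 530) recorded about 180 s for agonist-induced calcium release, before a 10 nM TRH EC20 addition for potentiator mode.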
RXFP1 antag = qHTS Assay for Antagonists of the Relaxin Receptor RXFP1; HEK293-RXFP1, relaxin-stimulated cAMP HTRF, 30 min; hits give low values; activity change, negative = inhibition, % at 57.5 µM; 0.59% of 350,000 active;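 active = activity change of -60% or lower, but not beyond a set lower limit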; note: % is set by controls: 0 for no effect and ±100 for the full control effect
D1 PAM = Potentiators of Human D1 Dopamine Receptor: qHTS; D(1A) dopamine receptor (Homo sapiens), P21728; HEK293 TREx D1 cells, calcium flux, dopamine EC20 potentiation; potentiation, % at 10 µM; 0.036% of 360,000 active; in the data active = potentiation above about 30%; note: 0% is about no effect
D2 antagonist = HTS Assay for Allosteric Antagonists of the Human D2 Dopamine Receptor: Primary Screen for Antagonists. HEK293 TREx D2 cells, calcium flux, dopamine EC80. D(2) dopamine receptor (Homo sapiens), P14416. 2% of 340,000 active. AID 485344, 2010. inhibition, % at 10 µM; in the data active = inhibition above about 30%; note: 0% is about no effect
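Cells plated overnight at 30 C with tetracycline; no-wash calcium dye, 30–90 min RT; 10 s baseline; compound pinned; 180 s read; EC80 dopamine added; another 180 s read.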
D2 potentiator = HTS Assay for Positive Allosteric Modulators of the Human D2 Dopamine Receptor: Primary Screen for Potentiators; potentiation, % at 10 µM; HEK293 T-REx D2, calcium flux, EC20 dopamine potentiation; AID 485347, 2010; 0.34% of 340,000 active;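 active = potentiation over 3 SD above the plate norm, cut at about 30% in these data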; note: 0% is about no effect
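Tetracycline-induced Hek293 Trex D2 cells, force-coupled to calcium, loaded with no-wash calcium dye. Compound added with 180 s kinetic read for agonism, then EC20 dopamine and a further 180 s read for potentiation.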
Starred values were filed as active, the others as inactive; · = no result given. Cut-off read from the data, not from the text of the source, unless noted: active = activation above about 30%; inactive = the rest. Rows were taken by chance. Share with any hit: about 7.3%.

Value order – D2 ag, D1 PAM, D2 antagonist, D1 agonist, D2 potentiator, TRHR PAM, TRHR agonist, RXFP1 antag, D1 antagonist
Cc1c(CC(=O)NCC(=O)NCC(=O)O)c(=O)oc2cc3oc4c(c3cc12)CCCC4
 : 1.7, 4, 0, 0, -1, 2, -0.1, -3, 9
Cc1ccc2nc3c(cc2c1)c(NC(=O)C(C)(C)C)nn3CC(C)C
 : 0.4, -2, 2, 2, 11, 13, -0.5, -5, -6
CCN(CC)CCCN(C(=O)c1ccc(Br)cc1)c1nc(-c2ccc(OC)cc2)cs1
 : -0.2, -7, -21, 25, -6, -10, 1.0, -16, 1
S=C(NCCCc1ccccc1)Nc1ccccc1
 : 1.1, 1, 4, 10, -5, -11, -0.1, -2, 7
CC(C(Sc1ccccc1N)c1ccccc1)[N+](=O)[O-] (configuration not stated)
 : 4.1, 0, -6, 4, 6, 1, 2.0, ·, 11
COc1ccc(-n2c(COc3cccc4ccccc34)nnc2SCC(=O)NCc2ccco2)cc1
 : -0.4, -10, 18, 10, 12, -5, -0.6, -8, -34*
N/C(Cc1ccc(Cl)cc1)=N\OC(=O)c1ccccc1
 : -1.7, 2, 15, -1, -5, -6, -1.2, -15, -6
O=C(CCNS(=O)(=O)c1cccc2nonc12)NC1CCCCCC1
 : 0.0, -11, 0, 0, 5, -6, 0.6, -4, 6
O=S(=O)(Nc1nc2ccccc2s1)c1cc(F)ccc1F
 : -0.1, 10, -11, 3, -5, 6, -0.4, -14, 10
CCC(=O)N1CCc2cc(S(=O)(=O)N3CCc4ccccc43)ccc21
 : -0.2, -1, -13, 5, 6, 5, -0.5, -10, 3
Cc1ccc(CC(=O)Nc2cccnc2)cc1
 : 0.6, 1, -20, 1, -1, 2, -1.0, 7, 5
CC12CCC(C(=O)N(CC3CO3)C1=O)C2(C)C (configuration not stated)
 : 1.3, -1, -4, 0, 2, 3, 1.3, -3, -9
Cc1ccc(-c2ccc(=O)n(CCC(=O)N3CCN(c4cccc(C)c4)C(C)C3)n2)cc1 (configuration not stated)
 : 0.3, -1, -1, 0, 1, -2, -0.2, 3, 10
CCOC(=O)N1CCN(C(=O)C2CCC(=O)N(CCCN3CCCC3=O)C2)CC1 (configuration not stated)
 : 0.2, -9, 2, 2, -1, 3, 0.2, 7, -1
Nc1cccc2cc(-c3ccccc3)oc12
 : 0.5, -5, 20, 1, 12, 7, 0.0, 7, 15
COC(=O)CSc1nnnn1-c1ccccc1
 : 1.5, -6, 9, 2, 14, 4, 0.2, -6, -11
Cc1ccc(NC(=O)CSCC(=O)Nc2ccccc2C(=O)N2CCCCC2)cc1
 : -0.8, 6, -4, 1, 1, -1, -0.7, -3, -18
CC(=C/c1ccccc1)/C=N/n1cnnc1
 : 0.0, -1, 1, 5, -7, 0, 1.2, -3, 2
C[C@@]12CCC=C[C@H]1[C@H](c1ccc(/C=C/c3ccccc3)cc1F)N(Cc1ccccc1)C2=O
 : 0.2, -5, -6, 13, -3, -3, 1.2, ·, -29
O=C1Nc2ccc(Br)cc2C1(O)Cc1ccncc1 (configuration not stated)
 : 0.0, -6, -4, 0, 8, 4, 0.7, 13, 11
O=C(Nc1ccc[n+](CC(=O)c2cccc3ccccc23)c1)c1ccccc1
 : -1.7, -4, 5, 2, 0, 9, -0.8, 6, 4
O=C(CN1CCS(=O)(=O)CC1)NNC(=O)C1CCCCC1
 : 20, -2, -9, 5, -4, 0, 0.2, 19, 15
O=C(N/N=C\c1cc2c(cc1[N+](=O)[O-])OCO2)c1cccs1
 : -0.3, -2, -7, 3, -8, 11, -1.2, 0, 3
COc1cc2c(C)nc(C)c(C#N)c2cc1OC
 : 0.9, -4, 4, 1, 39*, -2, -0.2, 4, -1
O=C(C[n+]1ccc(/C=N/O)cc1)N(Cc1ccccc1)Cc1ccccc1
 : 1.5, -3, -2, -1, 13, 9, -0.3, -9, 12
CSc1ccccc1NC(=O)c1ccoc1C
 : -0.4, -4, -46, 3, 3, 0, 0.0, 7, -18
CCCOc1nc2ccccc2cc1/C=C/C(=O)O
 : -2.0, -3, 1, 2, -2, 13, -0.3, 0, -12
NC(=O)c1ccc(-n2nnnc2SCC(=O)NC2CCCCC2)cc1
 : -0.1, 6, -37, 0, 12, 0, -0.3, 5, 3
CC(C)Oc1ccc(S(=O)(=O)N2CCOCC2)cc1NC(=O)C(C)Oc1ccc(F)cc1 (configuration not stated)
 : -1.6, -8, 0, 1, 4, -9, -0.7, -10, -2
COc1ccc(S(=O)(=O)N2CCCCCC2)cc1C(=O)OCC(=O)NCC(C)C
 : 0.2, 3, -5, 2, -5, 1, -0.5, -3, 6

An excerpt from above in order of SMILES length, high to low:
Value order – D2 ag, D1 PAM, D2 antagonist, D1 agonist, D2 potentiator, TRHR PAM, TRHR agonist, RXFP1 antag, D1 antagonist
CCN(CC)CCCN(C(=O)c1ccc(Br)cc1)c1nc(-c2ccc(OC)cc2)cs1
 : -0.2, -7, -21, 25, -6, -10, 1.0, -16, 1
O=C(Nc1ccc[n+](CC(=O)c2cccc3ccccc23)c1)c1ccccc1
 : -1.7, -4, 5, 2, 0, 9, -0.8, 6, 4
O=C(N/N=C\c1cc2c(cc1[N+](=O)[O-])OCO2)c1cccs1
 : -0.3, -2, -7, 3, -8, 11, -1.2, 0, 3
Cc1ccc2nc3c(cc2c1)c(NC(=O)C(C)(C)C)nn3CC(C)C
 : 0.4, -2, 2, 2, 11, 13, -0.5, -5, -6
CC(C(Sc1ccccc1N)c1ccccc1)[N+](=O)[O-] (configuration not stated)
 : 4.1, 0, -6, 4, 6, 1, 2.0, ·, 11
CC(=C/c1ccccc1)/C=N/n1cnnc1
 : 0.0, -1, 1, 5, -7, 0, 1.2, -3, 2

Remaining list, next part:
Value order – D2 ag, D1 PAM, D2 antagonist, D1 agonist, D2 potentiator, TRHR PAM, TRHR agonist, RXFP1 antag, D1 antagonist
Cc1cccc(NC(=O)CNC(=O)c2cccs2)n1
 : 0.1, 3, 1, 7, 7, 7, 0.5, -11, 2
Cc1nn(-c2ccccc2)c(C)c1-c1cc(C(=O)N/N=C/c2cccnc2)[nH]n1
 : -0.7, -3, 24, 1, -6, -3, -0.1, ·, -8
O=C1CCCN1CCCNc1ncnc2c1[nH]c1ccccc12
 : -1.4, 5, -5, 3, 7, -17, -0.7, 13, -4
Cc1ccc2[nH]c3c(c2c1)CC/C(=C/c1ccccc1)C3=O
 : 0.9, 7, 5, -2, -9, -1, 1.0, -4, -14
N#Cc1c(F)cccc1NCc1cccnc1
 : -0.8, 5, 0, 2, 4, 2, 0.5, -7, 11
O=C(c1ncc[nH]1)c1ccccc1C(=O)N1CCOCC1
 : 1.5, 1, 6, 4, -1, -2, 0.3, -11, -2
Cc1csc2nc(COc3ccc(NC(=O)COc4ccccc4)cc3)cc(=O)n12
 : -0.6, -6, ·, 7, 24, -1, -1.1, ·, -15
COc1ccc(C=O)cc1CN1CCCN(Cc2ccc(Cl)cc2)S1(=O)=O
 : 0.2, -7, -30, 6, -15, -7, 1.1, -16, -1
O=C(CN1CCN(S(=O)(=O)c2ccc(Cl)cc2)CC1)Nc1ccc(N2CCOCC2)cc1
 : -0.7, -4, -9, 13, 8, 5, -0.7, 0, -4
COc1ccc(NC(=O)COC(=O)C2CC2)c(OC)c1
 : 0.8, 1, -6, -1, -1, -1, -0.3, 8, -7
Cc1ccc(S(=O)(=O)N(C)CC(=O)NCCc2c[nH]c3ccccc23)cc1
 : -3.7, -6, 9, 13, 4, 8, 0.8, 0, -4
CN(C(=O)COC(=O)/C=C/c1cccc([N+](=O)[O-])c1)C1CCS(=O)(=O)C1 (configuration not stated)
 : -0.5, -2, 7, 2, 10, -3, -0.2, -1, 1
Cc1ccccc1NC(=S)NC(=O)COc1ccccc1C
 : 1.1, 7, -6, 4, -4, 2, 0.5, 7, 15
COc1cc(CCC(=O)OCC(=O)Nc2cccc(S(N)(=O)=O)c2)cc(OC)c1OC
 : 0.4, -2, 5, 1, 3, -3, 0.3, 5, -3
CC(C)CNC(=O)CC(=O)N/N=C/c1cccs1
 : 0.4, -6, 7, 3, -3, -8, 0.1, -12, 6
Cc1ccc(NC(=O)NCCOCCn2c(=O)oc3ccccc32)cc1F
 : -1.3, -1, ·, 0, -6, -2, -1.2, ·, 0
OC(C#Cc1ccccn1)c1cccs1 (configuration not stated)
 : -0.5, -8, -6, 5, 2, 8, -1.0, 4, 10
COc1ccc(N(CC(=O)Nc2cccc(Cl)c2)S(=O)(=O)c2c(C)[nH]c(=O)[nH]c2=O)cc1
 : -0.6, 8, ·, 0, 0, 1, 0.2, 2, -18
CCN(CC)c1ccc(C(=O)NNC(=O)CNC(=O)c2cccs2)cc1
 : -0.7, 0, 16, 2, 3, -3, 0.5, 8, -1
CCOC(=O)C1(CCOc2ccccc2)CCN(CCCn2cccn2)CC1
 : 57*, -7, 77*, 2, -21, -2, 0.6, 0, -5
Cc1nn(C(C)(C)C)c(OC(=O)c2ccc3c(c2)OCO3)c1S(=O)(=O)c1ccccc1
 : -0.5, 2, 5, 6, -4, -1, 0.6, 10, -14
CCOc1ccc(S(=O)(=O)NCc2ccncc2)cc1
 : 0.1, 2, 1, -3, 8, 9, 0.1, -4, -6
CCCNC(=S)N1CCN(c2nc(-c3cccc(OC)c3)cs2)CC1
 : 1.8, -6, 3, 6, 5, 2, 0.1, -7, -28
COc1ccccc1C(=O)NC(CCSC)C(=O)NNC(=O)c1ccccc1C (configuration not stated)
 : 0.1, -2, -3, 1, -4, -3, 0.7, 1, 5
Cc1ccc(C)c(NC(=O)c2ccccc2Sc2ccc([N+](=O)[O-])cc2Cl)c1
 : 0.7, -8, -1, 2, 2, 3, 0.7, -30, 1
Cc1c(S(=O)(=O)N2CC(C)CC(C)C2)c(=O)n(C)c(=O)n1C (configuration not stated)
 : ·, 0, ·, 0, ·, 10, -0.4, -4, 3
COCCNC(=O)/C(C#N)=C/C(C)=C/c1ccccc1
 : -0.5, 0, 6, 3, -5, 5, 0.1, 5, -11
CCc1ccc(Nc2nc3c(S(=O)(=O)c4cccc(Cl)c4)nnn3c3ccsc23)cc1
 : 0.3, -4, ·, 3, 4, 7, 0.2, -17, -8
O=C(COc1ccc(Cl)cc1[N+](=O)[O-])N/N=C/c1cccs1
 : -0.7, 0, -12, -4, 7, -5, -1.6, 3, -1

Bioassay records (PubChem)
